PAX8 inh HTS – inhibitors of PAX8-driven TPO luciferase reporter, primary screen, RMG-I cells, single concentration; 1.2% of 360,000 active; inhibition, % at 12.6 µM; SteadyGlo, 24 h;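 active means mean replicate inhibition at least 60% with every replicate also reaching 60%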;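 further: luciferase light reporting Pax8 driven TPO promoter activity; plate controls were median of neutral control wells for no effect and mitoxantrone controls for full effect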
C2C12 statin – suppressors of statin myotoxicity in C2C12 myotubes, primary screen, cell-based, single point, plate reader; C2C12 myotubes + simvastatin, ATP luminescence, 48 h; scaled: DMSO 0, geranylgeraniol control 100; rescue of ATP level, % at 7.49 µM; 0.78% of 330,000 active;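 active means mean ATP rescue above about 67%, or every replicate alone reaching that limit, limit read from the data, passing the limit was not always enough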;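 further: myotubes were challenged with 10 µM simvastatin during compound exposure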
ARNT-TACC3 inh – disruptors of ARNT/TACC3 protein interaction, primary screen, biochemical, AlphaScreen, single concentration | inhibition, % at 9.99 µM | AlphaScreen His-ARNT PAS-B/GST-TACC3 binding, luminescence; TACC3 fragment carries E629A point mutation | 0.66% of 390,000 active | Transforming acidic coiled-coil-containing protein 3 (Homo sapiens), Q9Y6A5;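 active means mean inhibition of replicates at least 50% and at least half of replicates each reaching 50%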;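 further: 0% = complete ARNT plus TACC3 wells and 100% = ARNT alone without TACC3; many hits fall short of the cut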
Cneo AK release – Cryptococcus neoformans cell lysis inducers, primary screen, AK release luminescence, single concentration | AID 651654, 2012 | 0.2% of 360,000 active | C. neoformans lysis, adenylate kinase release luminescence, 4 h; normalised: neutral wells 0, clomiphene wells 100 | lysis activity, % at 15 µM;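 active means mean lysis activity across replicates of at least 80%, whatever share of replicates individually reach that level; inactive means mean lysis activity below 80%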
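Signal: Adenylate kinase release luminescence | Assay system: Log-phase Cryptococcus neoformans yeast cells | Input: Cells at 5 × 10^6 per mL | Buffer or medium: Fresh YPD growth medium | Compound: Single dose | Schedule: Static 4 h at 37 °C with compound, 1 h detection | Controls: Clomiphene | Read-out: Luminescence rise reflecting yeast cell lysis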
GSIS activator – GLuc luminescence reporter in INS-1E cells, primary screen for activators of glucose-dependent secretion of insulin. INS-1E GLuc reporter insulin secretion, 2-3 h. activation, % at 16.6 µM. 0.61% of 370,000 active;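 active means lowest replicate activation of at least 40%, so every replicate reaches that level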;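 further: 0% = median of neutral control wells and 100% = median of IBMX positive control wells; some compounds called inactive have numbers as strong as hits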
PGC1a acetyl inh – inhibitors of PGC1a acetylation signal, primary screen, cell-based, U2OS, AlphaScreen, inhibitor mode | AlphaScreen anti-acetyl-lysine; with virally co-expressed GCN5 acetyltransferase | inhibition, % at 15.6 µM | 0.17% of 350,000 active | AID 651687, 2012;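 active means every replicate shows inhibition of at least 40%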;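 further: 0% = neutral control wells and 100% = positive control wells; some results beyond the cut were filed as inactive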
PglD DTNB – C. jejuni PglD acetyltransferase inhibitors, primary screen, biochemical, DTNB colorimetric, single point. UDP-N-acetylbacillosamine N-acetyltransferase PglD (Campylobacter jejuni). purified PglD enzyme, DTNB colorimetric CoA detection. inhibition, % at 12.5 µM. 0.098% of 360,000 active; in the data active means inhibition above about 16%, passing the limit was not always enough; further: strong numbers were not always called active
LGR2 antag – inhibitors of bursicon-induced LGR2 CRE-luciferase signal, primary screen, cell-based, HEK293, CRE-luciferase reporter, bursicon stimulation; bursicon-stimulated, 4 h; inhibition, % at 9.99 µM; 0.35% of 380,000 active; AID 720647, 2013;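 active means drop in luminescence signal, shown as inhibition above about 50% in the replicate tests, limit read from the data, passing the limit was not always enough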;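 further: agonist challenge used bursicon conditioned medium at about half maximal strength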
* hit, by the source's call; · = not tested or not shown. The order is random; overall some 2.9% were active at least once.

Values in the order – PAX8 inh HTS, C2C12 statin, ARNT-TACC3 inh, Cneo AK release, GSIS activator, PGC1a acetyl inh, PglD DTNB, LGR2 antag
1. COc1ccc(O)c(-c2nc(N)nc(N)n2)c1
    -63, 0, -4, 1, 26, 22, 4, -15
2. CCc1c(C)c2c(C)nn(-c3ccccc3)c2[nH]c1=O
    -17, 8, -5, -2, ·, -5, -3, ·
3. CCOC(=O)C1C(c2cccs2)NC(=O)N(C)C1(O)C(F)(F)F (stereo not drawn)
    -28, -4, -18, -1, ·, 0, -2, ·
4. CC(C)CN1C(=O)N(c2ccc(Cl)cc2)C(C)(O)CC1(C)C (stereo not drawn)
    0, -9, -8, -1, 18, 7, 1, 18
5. Cc1ccc(S(=O)(=O)N(C)C[C@@H]2Oc3ncc(-c4cc5ccccc5o4)cc3C(=O)N([C@H](C)CO)C[C@@H]2C)cc1
    ·, 19, 26, -1, -2, -13, 0, 4
6. Cc1cccn2c(=O)c(/C=N/O)c(N3CCOCC3)nc12
    18, ·, 4, ·, 20, -8, ·, -7
7. C[C@@H]1CCCCO[C@H](CN(C)C(=O)Nc2ccc(F)cc2)[C@H](C)CN([C@@H](C)CO)C(=O)c2cc(NC(=O)Cc3ccccc3)ccc2O1
    19, 87*, -13, 1, -22, -2, 0, 8
8. COc1ccc([N+](=O)[O-])cc1NC(=O)N(C)Cc1ccco1
    -8, -5, -12, 1, 5, ·, -1, 4
9. CNC[C@H]1Oc2ccc(NC(=O)Nc3ccc(OC)cc3)cc2CC(=O)N([C@@H](C)CO)C[C@H]1C
    -9, 0, 7, 1, 4, 4, 0, 29
10. CCOC(=O)CN1CC23C=CC(O2)C(C(=O)NCc2cccs2)C3C1=O (stereo not drawn)
    6, -8, -5, -1, ·, -7, 2, ·
11. CCN(CC)CCN(CC)Cc1ccccc1Br
    ·, ·, -4, ·, 37, -5, ·, 6
12. Cc1ccc(NC(=O)CC2SC(=NCC3CCCO3)NC2=O)cc1Cl (stereo not drawn)
    17, 0, 2, ·, -14, ·, ·, 4
13. Cc1ccc(S(=O)(=O)NCC[C@H]2CC[C@H](NC(=O)c3ccccn3)[C@H](CO)O2)cc1
    14, 1, -8, -1, 1, 12, 0, 7
14. O=C(CN1C(=O)COc2ccccc21)NCCCN1CCOCC1
    2, -5, -3, -1, 10, 17, -2, -8
15. CSc1ccccc1NC(=O)CSc1nnc(CNC(=O)c2ccccc2F)n1C
    0, 11, -7, -2, -2, 12, 4, 6
16. CCC(=O)N1[C@@H](CO)[C@H](c2ccccc2)[C@@H]1CN(C(C)C)S(C)(=O)=O
    2, 12, -8, -1, 5, -3, 2, 5
17. CCCCc1ccc(NC(=O)C(C)CC)cc1 (stereo not drawn)
    -65, ·, -52, ·, -32, -4, ·, -15
18. CC(C)COc1ccc(C(=O)OC2CC(C)(C)OCC2CN(C)C)cc1 (stereo not drawn)
    ·, -5, 19, 0, ·, 15, -16, ·
19. CC(C)N(CCCNC(=O)C1CCC(CNS(=O)(=O)c2ccccc2)CC1)Cc1ccccc1 (stereo not drawn)
    23, -7, 2, -3, -13, 1, -1, -12
20. COCC#Cc1cnc2c(c1)C(=O)N([C@@H](C)CO)C[C@H](C)[C@H](CN(C)C(=O)CN1CCOCC1)O2
    -30, 6, -13, -1, 21, -5, 1, 3
21. C[C@@H]1CCCCO[C@H](CN(C)S(=O)(=O)c2ccc(Cl)cc2)[C@@H](C)CN([C@H](C)CO)C(=O)c2cc(NS(=O)(=O)c3ccccc3)ccc2O1
    2, -20, -6, 0, 7, -1, 2, 2
22. COc1cc(-c2nnc3n2N=C(c2ccccc2)CS3)cc(OC)c1OC
    25, -106, -2, 0, 5, 1, 0, ·
23. CCCn1c(CC)nc([N+](=O)[O-])c1Sc1ncn[nH]1
    7, 8, ·, -1, 0, -2, -1, -3
24. C[C@@H]1CCCCO[C@H](CN(C)C(=O)CCCN(C)C)[C@H](C)CN([C@@H](C)CO)C(=O)c2cc(NS(=O)(=O)c3ccccc3)ccc2O1
    12, ·, 11, 0, -2, 0, 0, -7
25. CCC(=O)Nc1ccc2c(c1)C(=O)N(C)C[C@@H](OC)[C@H](C)CN(Cc1ccccc1C(=O)O)[C@@H](C)CO2
    -32, -8, ·, 7, 0, 11, 1, 4
26. Cc1ccccc1CNC(=O)C(=O)NCC1CCCN1S(=O)(=O)c1ccccc1 (stereo not drawn)
    11, ·, 21, ·, -2, ·, ·, 10
27. C=CCn1c(COc2ccc(OC)cc2)nnc1SCn1nnc2ccccc2c1=O
    -4, ·, -1, ·, -14, ·, ·, -3
28. COc1ccc(N2CCN(C(=O)C3CCCN(S(=O)(=O)c4ccc(C)cc4)C3)CC2)cc1 (stereo not drawn)
    19, -50, 10, 0, -8, ·, 1, 0
29. NS(=O)(=O)OCC(Cc1ccccc1)N1C(=O)c2ccccc2C1=O (stereo not drawn)
    10, 111*, -7, 3, 1, 16, -3, 31
30. CC1(C)OC(c2ccccc2)=C/C(=C\C=N\NC(=O)c2ccncc2)O1
    7, ·, ·, -1, -35, 15, -12, 10

3 compounds out of the list, ordered by number of heavy atoms, smallest number first:
Values in the order – PAX8 inh HTS, C2C12 statin, ARNT-TACC3 inh, Cneo AK release, GSIS activator, PGC1a acetyl inh, PglD DTNB, LGR2 antag
4. CC(C)CN1C(=O)N(c2ccc(Cl)cc2)C(C)(O)CC1(C)C (stereo not drawn)
    0, -9, -8, -1, 18, 7, 1, 18
22. COc1cc(-c2nnc3n2N=C(c2ccccc2)CS3)cc(OC)c1OC
    25, -106, -2, 0, 5, 1, 0, ·
7. C[C@@H]1CCCCO[C@H](CN(C)C(=O)Nc2ccc(F)cc2)[C@H](C)CN([C@@H](C)CO)C(=O)c2cc(NC(=O)Cc3ccccc3)ccc2O1
    19, 87*, -13, 1, -22, -2, 0, 8

Going on with the list.
Values in the order – PAX8 inh HTS, C2C12 statin, ARNT-TACC3 inh, Cneo AK release, GSIS activator, PGC1a acetyl inh, PglD DTNB, LGR2 antag
31. O=C1/C(=C/c2cccnc2)SC(=S)N1CCc1ccccc1
    17, -1, -6, ·, ·, 2, ·, -16
32. CC(C)OC(=O)/C(=C\C=C\c1ccccc1)NC(=O)c1ccccc1
    ·, 5, -1, 0, ·, -9, -3, ·
33. O=C(O)c1ccc(Oc2nc3ccccc3s2)cc1
    -145, ·, -5, ·, 21, ·, ·, -11
34. Cc1ccc(CCNC(=O)C(C)n2nc(C)c3c(C)n(-c4ccccc4)nc3c2=O)cc1 (stereo not drawn)
    -2, -6, -5, -1, 0, -16, -5, -8
35. OCC[C@H]1C[C@H](O)[C@@H](O)[C@@]2(OCc3ccccc32)O1
    -27, 0, 1, -2, 10, -12, 0, -4
36. O=C(O)c1cccc(Nc2nc(-c3ccc([N+](=O)[O-])cc3)nc3ccccc23)c1
    1, 14, -1, -1, 5, ·, -1, -5
37. CN(C[C@H](Cc1ccccc1)N(C[C@@H](CC1CCCCC1)N(CCc1ccccc1)N=O)N=O)N=O
    9, -10, -1, -1, -19, ·, 5, 4
38. Cc1ccc(S(=O)(=O)N2CCN(C(=O)CSc3nnc(C)s3)C2)cc1
    10, 0, ·, -1, -2, 15, 4, 23
39. CC1(C)CC(=O)c2c(-c3cccnc3)n[nH]c2C1
    ·, 2, 2, 1, 4, -3, -2, 4
40. COc1cccc(N(C(=O)c2ccco2)C(C(=O)NC2CCCC2)c2ccc(N(C)C)cc2)c1 (stereo not drawn)
    ·, ·, 8, 0, ·, 2, -7, ·
41. CC1(OC(=O)c2ccco2)C(=O)C=C2C=C(C3CC3)OC=C2C1=O (stereo not drawn)
    15, 3, 4, -2, -12, 6, -8, 7
42. O=C(NCc1ccccc1)c1csc(-c2cccnc2)n1
    -33, ·, 3, ·, 28, ·, ·, 2
43. O=C(CC1S/C(=N\S(=O)(=O)c2ccc(F)cc2)N(c2ccccc2)C1=O)Nc1ccccc1 (stereo not drawn)
    -22, ·, 7, -2, -26, ·, -9, 2
44. Cc1cc(=O)nc2c3ccccc3n(CC(=O)NC3CCCCC3)n12
    7, 18, 3, -1, 12, -9, 1, 3
45. O=c1[nH]c2c(n(C3CCCCC3)c1=O)CCC2
    ·, 1, -4, 1, ·, 8, -1, ·
46. CCCC(=O)Nc1cccc(-c2nc3ccccc3o2)c1
    ·, -18, 2, 4, ·, ·, -2, ·
47. COC(=O)c1ccc2c(=O)n(NC(=O)C(c3ccccc3)c3ccccc3)c(=S)[nH]c2c1
    ·, 10, 25, 2, -2, 8, 0, -2
48. CCCNC(=O)Nc1ccc2c(c1)C(=O)N(C)C[C@H](OC)[C@@H](C)CN(Cc1ccccc1)[C@@H](C)CO2
    ·, -21, ·, ·, -10, -13, ·, 1
49. Cc1ccc(Cn2nc(C)c(C(=O)NCC(c3ccc(F)cc3)N3CCOCC3)c2Cl)cc1 (stereo not drawn)
    1, 0, 2, 0, -49, -5, -7, 15
50. Cc1ccc(C(=O)N/C(=C\c2cn(C)c3ccccc23)C(=O)N2CCOCC2)cc1
    21, -9, 10, 4, -6, 0, 8, 18
51. Cc1cc(N2CCN(c3ncccn3)CC2)nc2c(C)cccc12
    19, -1, -3, 0, 13, -6, 0, 0
52. Cc1nc(C(F)(F)F)ccc1C(=O)N1CCCC(C)(C(=O)O)C1 (stereo not drawn)
    1, -7, ·, 13, ·, 6, -2, -3
53. Cc1ccc(C(=O)Nc2ccc(C)c(S(=O)(=O)N3CCOCC3)c2)c(C)c1
    9, -4, 3, -4, -7, -3, -3, -5
54. N#Cc1cc2c(nc1SCC(N)=O)CCCCC2
    ·, -7, -6, -1, ·, -2, -5, ·
55. Cc1cc(C)cc(CN2C(=O)NC3(CCCCCC3)C2=O)c1
    21, -3, -16, 0, -19, 8, -6, -15
56. O=C(N[C@@H]1CC[C@H](CCn2cc(-c3cccnc3)nn2)O[C@@H]1CO)c1ccccc1F
    0, 8, -2, 27, 0, 4, 2, 14
57. O=C(NC(=S)Nc1ccccc1N1CCCC1)c1ccccc1[N+](=O)[O-]
    -25, ·, 7, ·, -33, ·, ·, -10
58. O=C(c1cc(-c2ccccc2)on1)N1CCN(C(=O)c2ccco2)CC1
    ·, -1, 2, 0, -7, -5, 2, -4
59. CC(C)CN(CC(C)C)S(=O)(=O)N1CCC(C(=O)NCc2cccnc2)CC1
    11, ·, 2, ·, 12, ·, ·, -6
60. COc1ccc(-c2csc(N3CCC(C(N)=O)CC3)n2)cc1
    -92, -17, 4, 0, ·, 6, -3, -30
61. C[C@@H]1CN([C@H](C)CO)C(=O)c2cc(-c3ccccc3)cnc2O[C@H]1CN(C)C(=O)Cc1cccnc1
    ·, -7, -4, -4, 2, -5, -1, -14
62. COc1ccc(C(=O)N(Cc2ccccc2)c2cccc(C)c2)cc1S(=O)(=O)N1CCOCC1
    17, 8, 1, -2, -14, -10, -3, -7
63. COc1ccc(OC)c(/C=N/NC(=O)c2cc[n+](CC(=O)c3ccccc3)cc2)c1
    ·, 4, 8, 4, 16, -3, 0, -15
